Source: PubChem BioAssay (National Center for Advancing Translational Sciences (NCATS))
AmpC inh det: blocks E. coli AmpC beta-lactamase in presence of detergent. P00811. purified AmpC, nitrocefin hydrolysis with detergent. Potency, µM (series often up to 28.7 µM), inactives show at the top dose activity change, negative = inhibition. 0.09% of 71,000 active; active = well fitted curve in the direction sought with a large enough effect
Target sequence (P00811 whole entry, looked up): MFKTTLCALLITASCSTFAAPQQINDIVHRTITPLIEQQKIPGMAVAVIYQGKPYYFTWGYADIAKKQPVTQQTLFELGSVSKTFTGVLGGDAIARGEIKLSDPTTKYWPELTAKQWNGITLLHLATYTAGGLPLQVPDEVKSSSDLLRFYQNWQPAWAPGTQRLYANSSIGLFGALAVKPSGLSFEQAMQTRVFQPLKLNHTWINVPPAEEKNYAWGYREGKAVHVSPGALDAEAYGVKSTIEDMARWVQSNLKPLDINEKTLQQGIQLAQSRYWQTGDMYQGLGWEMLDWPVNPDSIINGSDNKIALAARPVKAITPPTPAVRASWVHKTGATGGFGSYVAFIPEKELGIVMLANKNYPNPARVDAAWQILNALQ
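E. coli AmpC (5.3 nM) in 20 mM phosphate pH 7.0 with 0.01% Triton X-100, preincubated 15 min RT with compound; nitrocefin (2 uL of 800 uM stock) hydrolysis followed by 480 nm absorbance every 20 s over 4 min.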
Active calls of the source: *; & = joins results of further samples; [ ] = remark or other dose. % is set by controls: 0 for no effect and ±100 for the full control effect; potency is the fitted concentration of half-maximal effect. These rows are one share of the data; rates above refer to the full screens.

SMILES | AmpC inh det
CC(C)COC(=O)C1C(=O)CC(C)(O)C(C(=O)OCC(C)C)C1c1cccnc1 (stereo not drawn) | 7.2%
O=C(c1ccco1)N1CCC2(CCCN(c3ccncc3)C2)CC1 | 1.2%
O=C(Cn1nc(-c2ccc(Cl)cc2)ccc1=O)NCCCN1CCN(Cc2ccccc2)CC1 | -1.6%
CCOC(=O)C1=C(c2ccccc2)NC(SC)=C(C#N)C1c1ccco1 (stereo not drawn) | -2.1%
CC(C)N1CC(O)=C(c2ccccc2)C1=N | 1.0%
COc1cc(OC)c(NC(=O)CCNS(=O)(=O)c2cc(Br)cnc2N)cc1Cl | 0.1%
Cc1ncc([N+](=O)[O-])n1CCN=[N+]=[N-] | -5.4%[5.75 µM]
Cc1ccc(C)c(NC(=O)CNS(=O)(=O)c2ccccc2)c1 | -1.8%
CCOC(=O)C1CCN(C(c2cc(OC)c(OC)c(OC)c2)c2sc3nc(C)nn3c2O)CC1 (stereo not drawn) | 6.1%
c1ccc2n[nH]nc2c1 | -1.6%
O=C(NCc1ccccc1)c1c[nH]c2ccc(S(=O)(=O)Nc3ccc4c(c3)OCCO4)cc2c1=O | -2.2%
COc1ccc(-c2cc(C(=O)N3CCN(Cc4ccccc4)CC3)no2)cc1OC | -3.4%
CC(=O)OCCn1c(=O)c2cc3c(=O)n(CCOC(C)=O)c(=O)c3cc2c1=O | 13.6%
O=C(Nc1nncs1)c1ccccc1NS(=O)(=O)c1cccs1 | -16.2%
Clc1ccc(C2=CCC[C@H]3CC[C@@H]2N3)cn1 | -2.5%
CC(C)c1nc(N2CCN(C(=O)c3ccccc3)CC2)c(C#N)c2c1COC(C)(C)C2 | -1.5%
O=C1c2ccccc2C(=O)N1CC(O)COCc1ccccc1 (stereo not drawn) | -1.0%
Cn1c(SCC(=O)Nc2cc(=O)n(C)c(=O)n2C)nnc1-c1cccs1 | 8.0%
CC1(C)Cc2cccc(OCC(=O)Nc3nccs3)c2O1 | -2.7%
CCCCCCCC(=O)O | 9.2%&12.1%
O=C(c1cccs1)N1CCN(Cc2nc3ccccc3c(=O)[nH]2)CC1 | -0.8%
COc1ccc(C)cc1N | 4.5%
CCN(CC)CCN1C(=O)c2oc3ccccc3c(=O)c2C1c1ccc(F)cc1 (stereo not drawn) | -1.7%
Cc1nnc2sc(-c3ccc(NC(=O)c4ccc(-c5ccc(Br)cc5)o4)cc3)nn12 | -2.7%
CC(C)NS(=O)(=O)c1ccc(OCC(=O)N2CCN(Cc3ccccc3)CC2)c(Cl)c1 | -0.6%
CCOc1ccc(NC(=O)C2CCN(C(=O)NCc3ccccc3)CC2)cc1 | 6.1%
CCN(CC)S(=O)(=O)c1cccc(C(=O)Nc2ccccc2C(=O)N2CCOCC2)c1 | -1.3%
Cc1ccc(Cl)cc1NC(=O)c1ocnc1C | 1.7%
Cc1ccc2cc(CN(Cc3nnnn3Cc3ccco3)CC3CCCO3)c(=O)[nH]c2c1C (stereo not drawn) | -3.9%
OCCNCC1(O)C2CC3CC(C2)CC1C3 (stereo not drawn) | 11.4%
COC(=O)[C@@]1(Cc2ccccc2)[C@H]2c3cc(C(=O)N(C)C)n(Cc4cc(C)n(C)n4)c3C[C@H]2CN1C(=O)c1ccccc1 | -1.5%
COC(=O)c1ccc(C2CC(=O)NC3=C2C(=O)CCC3)cc1 (stereo not drawn) | -3.5%
CN1CCN(S(=O)(=O)c2ccc(NC(=O)c3ccc(F)cc3)cc2)CC1 | -6.0%
CCSc1nc(C)nc2c1oc1ccccc12 | 2.6%
NC1=NCc2ccccc21 | -0.9%
COc1ccc(CC(=O)NCc2ccccc2Cl)cc1S(=O)(=O)N1CCOCC1 | -3.2%
COc1ccccc1CN1CCC2(CC1)CCN(C(=O)c1ccncc1)CC2 | -0.4%
Cc1cccnc1NC(=O)C1CCN(S(=O)(=O)c2ccc3c(c2)CCC(=O)N3)CC1 | 10.1%
CN(C)CCC[C@@H]1c2ccccc2Oc2ccc(C(F)(F)F)cc21 | -2.7%[5.75 µM]
Cn1c(=O)[nH]c(=O)c2[nH]c(CN3CCN(C(=O)c4ccco4)CC3)nc21 | -3.5%
COc1c2occc2c(OC)c2c(=O)cc(C(F)(F)C(F)(F)F)oc12 | -1.8%
CN(C)c1ncc2ncc(=O)n(Cc3cccs3)c2n1 | 0.2%
COc1ccc(CCNC(=O)C2CCCN(Cc3nc(-c4ccccc4C)oc3C)C2)cc1OC (stereo not drawn) | -3.5%
Cc1cc(C)n(CCc2nc3c4ccccc4n(CC(=O)Nc4ccc(Cl)cc4F)c(=O)n3n2)n1 | -2.0%
O=C(NCCN1CCCCC1)Nc1ccc(F)c(Cl)c1 | -0.9%
Cn1cccc1Cc1nnc(SCC(=O)Nc2nccs2)n1CCc1ccccc1 | 3.4%
COC(=O)CNC(=O)Cn1ccc2ccccc2c1=O | 1.7%
COc1cccc(NC(=O)CN2CCN(c3ccc(F)cc3)CC2)c1 | -4.1%
CCOC(=O)c1cc(C(C)(C)C)oc1CN | 8.1%
CC(=O)Nc1nc(C=C(Cl)Cl)cs1 | 1.6%

Taken from above:
Value for NC1=NCc2ccccc21 under AmpC inh det: -0.9%
Value for O=C(NCc1ccccc1)c1c[nH]c2ccc(S(=O)(=O)Nc3ccc4c(c3)OCCO4)cc2c1=O under AmpC inh det: -2.2%
Value for Cc1ccc(Cl)cc1NC(=O)c1ocnc1C under AmpC inh det: 1.7%
Value for Cc1ccc(C)c(NC(=O)CNS(=O)(=O)c2ccccc2)c1 under AmpC inh det: -1.8%

Further records.
SMILES | AmpC inh det
O=c1[nH]c(=O)n(Cc2ccco2)c(O)c1C=NCc1cccs1 | -0.8%
COc1ccc(-c2csc(N(CC3CCCO3)C(=O)c3ccco3)n2)cc1 (stereo not drawn) | 17.9%
COc1ccc(NC(=O)C2CCN(S(=O)(=O)c3cccc4cccnc34)CC2)cc1OC | 8.3%
CCOC(=O)C1=C(C)OC(N)=C(C(=O)OCC)C1c1cccnc1 (stereo not drawn) | 8.4%
Cc1cccc2nc(CSCc3ccco3)cn12 | 14.2%
CCCCn1c(C)c(C(=O)OCC)c2c(CN3CCOCC3)c(O)ccc21 | -2.6%
Cc1cc(N2CCC(C(=O)N3CCN(c4cccc(C)c4C)CC3)CC2)n2ncnc2n1 | -5.7%
Cc1cc(NC(=O)Cn2c(=O)c3c(ncn3CC(C)C)n(Cc3ccccc3)c2=O)no1 | 0.1%
Cc1ccc(OCC(=O)NCc2ccccn2)c(Br)c1 | 7.3%
Cc1ccn2cc(CNS(=O)(=O)c3ccc4c(c3)OCCO4)nc2c1 | 8.3%

Compounds listed so far containing an aryl thioether with sulfur outside any ring:
SMILES | AmpC inh det
Cn1c(SCC(=O)Nc2cc(=O)n(C)c(=O)n2C)nnc1-c1cccs1 | 8.0%
CCSc1nc(C)nc2c1oc1ccccc12 | 2.6%
Cn1cccc1Cc1nnc(SCC(=O)Nc2nccs2)n1CCc1ccccc1 | 3.4%

(next part)
SMILES | AmpC inh det
FC(F)(F)c1cc(CN2CC[C@@]3(CCCNC3)C2)cc(C(F)(F)F)c1 | -1.8%
CC(=O)c1c(C)[nH]c(C(=O)NC2CCCCC2)c1C | -1.1%
Cc1ccccc1-c1nc(CS(=O)CC(=O)NCCN2CCN(Cc3ccccc3)CC2)c(C)o1 (stereo not drawn) | -5.6%
CCN(CC)CCCNC(=O)C1CCC(=O)N(c2ccc(OC)cc2)C1c1ccc(F)cc1 (stereo not drawn) | -0.3%
O=C(O)CC1(c2ccccc2)C(=O)c2ccccc2C1=O | -4.3%
Cc1ccccc1NC(=O)NCCN1C(=O)C2C3C=CC(C3)C2C1=O (stereo not drawn) | 13.2%
CCC(=O)Oc1ccc(C/C(=N\O)c2ccc(O)cc2O)o1 | -1.3%
Cc1noc(C)c1C(=O)N1CCC2(CCCN(Cc3ccccc3)C2)CC1 | -1.1%
CC(Sc1nnnn1C)C(=O)Nc1ccc(N2CCOCC2)cc1 (stereo not drawn) | 0.4%
O=C1c2ccccc2C(Nc2ccc3c(c2)OCCO3)N1Cc1ccco1 (stereo not drawn) | 6.0%
COc1cc(S(=O)(=O)N2CCN(c3ccccc3F)CC2)c(OC)cc1Cl | -8.0%
C=CCn1c(SCc2nc(N)nc(N3CCCCC3)n2)nnc1-c1ccco1 | -1.7%
COC(=O)NC1(C(F)(F)F)C(=O)NC(C)=C1C(=O)OC (stereo not drawn) | -1.3%
Nc1nc(-c2ccco2)cs1 | -4.3%
COc1ccc(-c2nn(C)c(=O)c3ccccc23)cc1CNC(=O)c1ccco1 | 7.5%
CC1CC(NC(=O)CCn2c(=O)oc3ccccc32)CC(C)(C)C1 (stereo not drawn) | 7.7%
Cc1ccc(S(=O)(=O)NCCN2CCOCC2)cc1C | -1.0%
Cc1ccc(C2SCC(=O)N2Cc2cn3ccsc3n2)o1 (stereo not drawn) | 10.3%
COC(=O)C1=C(C)C(c2cccs2)NC(=O)N1C (stereo not drawn) | -4.8%
CN(C)c1nc(Oc2ccc(=O)[nH]n2)nc(N2CCCCC2)n1 | 12.2%
O=C(NCc1ccccc1)c1ccc2c(c1)OCCO2 | 9.2%
COCCCNC(=O)c1ccc(NS(C)(=O)=O)cc1 | -4.3%
CCOC(=O)[C@@]12C[C@@H]1/C(=N/O)c1ccccc1O2 | -2.9%&-4.7%
Cc1c(C(=O)N2CCN(c3ccc(C(F)(F)F)cn3)CC2)oc2ccccc12 | 6.9%
COc1ccc(OC)c(N2Cc3cc(C)c(C)cc3C2)c1 | -5.7%
Cc1occc1C(=O)N1CCN(C(c2ccccc2)c2ccccc2)CC1 | -2.8%
O=S(=O)(c1ccccc1)N1CCC2(CC1)CN(Cc1nccs1)C2 | 0.7%
Cc1ccc(SCc2cn3c(C)csc3n2)cc1 | 14.4%
NC(=O)c1ccc(-c2ncc(-c3ccccc3)o2)cc1 | 22.9%
Cc1cnc(C(=O)Nc2ccccc2C(=O)N2CCOCC2)cn1 | 14.2%

Six entries from above, in CSV form:
Compound,AmpC inh det
CCC(=O)Oc1ccc(C/C(=N\O)c2ccc(O)cc2O)o1,-1.3%
Cc1noc(C)c1C(=O)N1CCC2(CCCN(Cc3ccccc3)C2)CC1,-1.1%
CC(Sc1nnnn1C)C(=O)Nc1ccc(N2CCOCC2)cc1 (stereo not drawn),0.4%
O=C1c2ccccc2C(Nc2ccc3c(c2)OCCO3)N1Cc1ccco1 (stereo not drawn),6.0%
COc1cc(S(=O)(=O)N2CCN(c3ccccc3F)CC2)c(OC)cc1Cl,-8.0%
C=CCn1c(SCc2nc(N)nc(N3CCCCC3)n2)nnc1-c1ccco1,-1.7%

(continued)
SMILES | AmpC inh det
O=C(NCC1CCCO1)c1ccc(NC(=O)C2CC=CCC2C(=O)O)cc1 (stereo not drawn) | -5.5%
CC(=O)c1cc(-c2ccccc2)[nH]c1N1CCOCC1 | -3.6%
CCCOc1ccc(/C(O)=C2/C(=O)C(=O)N(CCCOC)C2c2cccnc2)cc1 (stereo not drawn) | 12.3%
CC(C(=O)NCCCN1CCOCC1)n1cccc1C(=O)c1ccccc1 (stereo not drawn) | 8.4%
CCN(CC)c1ncnc2c1cnn2C | 1.9%
O=C(O)CC(Cc1ccccc1)c1ccc2c(c1)OCO2 (stereo not drawn) | -3.2%
NC(=O)c1c(NC(=O)C2CCCO2)sc2c1CCC2 (stereo not drawn) | -2.7%
CCn1cc(C(=O)NCc2cccnc2)c2cc(OC)c(OC)cc2c1=O | 13.0%
O=C(CCS(=O)(=O)c1cccc2nonc12)N1CCCc2ccccc21 | 2.2%
O=C(NCCCCNC(=O)c1ccco1)c1ccco1 | -1.4%
Cc1csc(NC(=O)CCn2c(=O)sc3ccccc32)n1 | -4.2%
CCc1ccc(-c2nc(CSCC(=O)N3CCN(c4ncccn4)CC3)c(C)o2)cc1 | 1.3%
CN(Cc1ccccc1)C(=O)CCNS(=O)(=O)c1ccc2c(c1)oc(=O)n2C | 0.6%
CCN(CC)CCNC(=O)Cn1nc(Cc2ccccc2)c2ccccc2c1=O | -3.6%
COc1cc(/C=C\C(=O)N2CCCCC2=O)cc(OC)c1OC | -1.2%
CCOC(=O)C1CCN(C(=O)c2cn(-c3ccccc3)nc2-c2cccnc2)CC1 | -3.2%
O=C(CCc1nc(-c2cccs2)no1)Nc1cnc2ccccc2c1 | 11.7%
C[N+](C)(C)CCC(=O)c1cccc2ccccc12 | -2.6%
Oc1ccc(C(c2nnnn2C2CCCC2)N2CCc3ccccc3C2)cc1 (stereo not drawn) | 1.3%
Cn1c(=O)[nH]c(=O)c2c1nc(NCCc1ccccc1)n2CC(O)COc1ccccc1 (stereo not drawn) | 12.0%
CCOC(=O)c1c(C2CC2)csc1NC(=O)CSCc1c(C)noc1C | -1.1%
O=C(O)[C@H](CCc1ccccc1)N1C(=O)c2ccccc2C1=O | -2.7%[5.75 µM]
Cc1cc(NC(=O)c2cc3n(n2)C(C(F)(F)F)CC(c2ccco2)N3)no1 (stereo not drawn) | 7.4%
CCC1(C)Cc2c(c(=O)n(-c3ccccc3)c3ncnc(N)c23)CO1 (stereo not drawn) | -6.7%
COc1ccc2c(c1)CCc1c(C(=O)N3CCCCCC3)noc1-2 | -2.9%
CC(=O)N1CCC(Nc2ccc(C)cc2)CC1 | 12.0%
O=C(C1CCCN(S(=O)(=O)c2cnc[nH]2)C1)N1CC(=O)N(CCc2ccccc2)C(=O)C1 (stereo not drawn) | 9.7%
Cc1n[nH]c(C)c1S(=O)(=O)N1CCN(C(=O)c2ccco2)CC1 | -5.6%
Cn1nnc2cc(C(=O)NC3CCCCC3)ccc21 | -4.0%
CCCCNC(=O)CSc1cc(=O)n(C)c2ccccc12 | 13.7%
CN(C)c1ncc2nc(-c3ccccc3)c(=O)n(CCC#N)c2n1 | -2.0%
NCCCCCCNS(=O)(=O)c1cccc2c(Cl)cccc12 | -2.5%&-1.9%
COc1ccc(C)cc1S(=O)(=O)N(CC(=O)O)c1ccc(C)cc1 | -1.9%
CCOc1ccc(C(=O)COC(=O)CC)cc1 | 10.6%
COC(=O)C(Cc1ccc(O)cc1)NC(=O)C(C)Oc1ccccc1 (stereo not drawn) | -2.9%
O=C(NCc1ccco1)c1c2c(nc3ccccc13)CCC2 | -5.0%
